BLM inh = blocks DNA unwinding by human BLM helicase; P54132; recombinant BLM DNA unwinding, fluorescence dequenching; Potency, µM (highest dose often 56.1 µM), inactives show top-dose activity change, negative = inhibition, usual class: inhibitors; 0.2% of 350,000 active; AID 2528;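 also: potency is read from the fitted curve at half-maximal effect; plate controls were vehicle for no effect and no enzyme for full effect; nearly all actives have a fitted effect of over 35% in size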
Target sequence (P54132 whole entry, looked up): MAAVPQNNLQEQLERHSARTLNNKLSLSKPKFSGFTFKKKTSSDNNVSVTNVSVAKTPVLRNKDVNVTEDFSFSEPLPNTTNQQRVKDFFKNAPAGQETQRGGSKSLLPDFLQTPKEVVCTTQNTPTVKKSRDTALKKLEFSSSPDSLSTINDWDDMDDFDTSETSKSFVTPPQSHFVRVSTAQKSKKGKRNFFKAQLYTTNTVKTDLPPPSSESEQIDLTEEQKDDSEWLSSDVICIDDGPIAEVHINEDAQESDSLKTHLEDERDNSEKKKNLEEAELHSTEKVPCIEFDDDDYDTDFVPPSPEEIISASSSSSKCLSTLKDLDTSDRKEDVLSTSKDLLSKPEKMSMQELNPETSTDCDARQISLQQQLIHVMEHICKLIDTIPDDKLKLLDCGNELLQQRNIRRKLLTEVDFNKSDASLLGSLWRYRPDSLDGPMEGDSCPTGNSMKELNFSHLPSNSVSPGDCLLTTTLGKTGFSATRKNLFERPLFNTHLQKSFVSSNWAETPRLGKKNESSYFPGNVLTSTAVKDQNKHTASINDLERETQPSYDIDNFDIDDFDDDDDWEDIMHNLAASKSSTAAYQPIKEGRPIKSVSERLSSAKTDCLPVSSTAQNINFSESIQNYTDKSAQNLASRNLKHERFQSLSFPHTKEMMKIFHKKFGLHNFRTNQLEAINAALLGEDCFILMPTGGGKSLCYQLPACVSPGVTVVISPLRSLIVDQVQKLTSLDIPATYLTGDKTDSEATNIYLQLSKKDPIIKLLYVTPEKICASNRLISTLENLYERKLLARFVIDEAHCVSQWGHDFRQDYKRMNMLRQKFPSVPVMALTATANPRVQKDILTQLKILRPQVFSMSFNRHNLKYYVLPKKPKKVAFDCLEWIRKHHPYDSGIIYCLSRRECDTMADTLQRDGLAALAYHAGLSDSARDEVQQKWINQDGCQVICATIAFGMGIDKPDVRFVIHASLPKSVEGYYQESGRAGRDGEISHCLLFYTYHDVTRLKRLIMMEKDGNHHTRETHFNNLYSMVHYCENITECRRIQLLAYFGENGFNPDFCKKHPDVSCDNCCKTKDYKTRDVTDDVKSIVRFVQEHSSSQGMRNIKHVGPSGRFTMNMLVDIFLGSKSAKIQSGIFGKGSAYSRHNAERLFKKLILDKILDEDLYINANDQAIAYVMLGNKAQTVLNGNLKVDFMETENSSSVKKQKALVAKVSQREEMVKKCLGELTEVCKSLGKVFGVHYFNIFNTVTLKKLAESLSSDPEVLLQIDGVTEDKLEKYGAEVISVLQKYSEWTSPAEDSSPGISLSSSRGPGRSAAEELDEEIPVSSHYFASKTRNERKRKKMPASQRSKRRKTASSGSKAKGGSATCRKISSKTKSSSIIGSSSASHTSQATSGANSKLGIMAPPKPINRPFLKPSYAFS
APEX1 inh = inhibitors of human APE1 endonuclease | 0.35% of 350,000 active | AID 2517 | Potency, µM (highest dose often 65.8 µM), without a hit: top-dose activity change, negative = inhibition, actives largely listed as inhibitors | recombinant APE1, TAMRA/BHQ-2 abasic DNA cleavage fluorescence;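 also: potency is read from the fitted curve at half-maximal effect; plate controls were vehicle for no effect and reference inhibitor for full effect; nearly all actives have a fitted effect of over 55% in size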
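APE1 at 0.75 nM final was preincubated with compound 15 min at room temperature, then 50 nM double-stranded THF abasic-site substrate (5'-TAMRA/3'-BHQ-2) was added. Fluorescence (ex 525/em 598 nm) was read kinetically; third-minus-first read gave activity.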
Pol iota inh = DNA polymerase iota (human) inhibition; Q9UNA4; Pol iota fluorescent replication assay, 10 min; Potency, µM (series often up to 115 µM), for the others: at the highest dose activity, negative = inhibition, most hits filed as inhibitors; 1% of 390,000 active; AID 588590; also: potency is read from the fitted curve at half-maximal effect
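Fluorescent replication assay read twice, at 0 min and 10 min after adding 50 nM (final) substrate. Enzyme (10 nM) and compounds were first incubated 15 min at room temperature; enzyme-free buffer wells were negative controls.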
Pol beta inh = inhibitors of human DNA polymerase beta; P06746; Pol beta primer extension/strand displacement, fluorescence kinetic; Potency, µM (top dose mostly 114 µM), without a hit: top-dose activity change, negative = inhibition, most hits filed as inhibitors; 1.3% of 340,000 active; AID 485314; also: potency is read from the fitted curve at half-maximal effect; % is scaled to controls: 0 for no effect and ±100 for the full control effect
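10 nM enzyme + cpd, 15 min RT; start with substrate 50 nM final; read 0 min and after 10 min RT. Corrected, normalized data; 4-parameter Hill curve fit.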
LDHA block = inhibitors of human lactate dehydrogenase A. P00338. purified LDHA, NADH/diaphorase-resazurin fluorescence; hits give low values. activity change, % (values are at about 110 or 230 µM). 0.15% of 480,000 active. AID 1347041; in the data active = activity change below about -30%; inconclusive = mostly about -25% to -30%;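 also: plate controls were DMSO wells for no effect and wells without enzyme for full effect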
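Human LDH5 (2 nM) was incubated with 0.06 mM NADH and 0.2 mM pyruvate for 5 min at room temperature in Tris pH 7.4. Remaining NADH was coupled through diaphorase/resazurin, and resorufin fluorescence was read at 0 and 20 min.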
POLH inh = blocks human DNA polymerase eta activity. 1.2% of 390,000 active. recombinant Pol eta, fluorescent DNA replication assay. Potency, µM (series often up to 114 µM), without a hit: at the top dose activity change, negative = inhibition, most hits filed as inhibitors. Q9Y253. AID 588591; also: potency is read from the fitted curve at half-maximal effect; % is scaled to controls: 0 for no effect and ±100 for the full control effect
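Pol eta at 10 nM preincubated with compounds 15 min at room temperature; reaction started with fluorescent substrate (50 nM final) and read kinetically at 0 and 10 min.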
GRP78 ERSR act = inducers of ER stress response in human glioma cells. AID 602332. Potency, µM, for the others: at the highest dose activation, hits mostly activators. 0.02% of 420,000 active. U87-MG GRP78 promoter luciferase reporter, 16 h; also: potency is read from the fitted curve at half-maximal effect; series mostly up to about 76 µM; % of control where 0% means no effect; nearly all actives have a fitted effect of over 35% in size
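ERSR induction read as luciferase luminescence (Bright-Glo, 10 min at room temperature) in stably transfected human U87-MG glioma cells exposed to compounds for 16 h, using GRP78 as sensor.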
Pol kappa inh = DNA polymerase kappa (human) inhibition | Q9UBT6 | purified Pol kappa, fluorescent DNA synthesis assay, 10 min | Potency, µM (titrated, usually from 107 µM), for inactives: at the highest dose activity, negative = inhibition, actives largely listed as inhibitors | 0.53% of 400,000 active; also: potency is read from the fitted curve at half-maximal effect; % is scaled to controls: 0 for no effect and ±100 for the full control effect
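Readout: fluorescence, taken kinetically at 0 and 10 min. Conditions: 10 nM Pol kappa, 15 min RT compound preincubation, 50 nM substrate final. Controls: enzyme-free buffer wells.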
Anesthetic bind = binds horse apoferritin like a general anesthetic. P02791. apoferritin/1-aminoanthracene competitive binding, fluorescence. Potency, µM (highest dose often 77.5 µM), inactives show top-dose activity change, negative = displacement, most hits filed as inhibitors. 0.074% of 350,000 active. AID 485281; also: potency is read from the fitted curve at half-maximal effect; % is scaled to controls: 0 for no effect and ±100 for the full control effect; nearly all actives have a fitted effect of over 20% in size
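10 uM apoferritin + 50% sat. 1-AMA, PBS; cpd 10 min RT; Ex380/Em535 endpoint; normalized to free probe vs complex; 4-param Hill fit; propofol titration as pos. ctrl.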
An asterisk follows results filed as active; ? = inconclusive; · = no result given; & = joins results of further samples; [ ] = remark or other dose. Unless noted, calls follow the shape of the dose curve; as a rule, active = well fitted curve in the direction sought with a large enough effect; inconclusive = small, poorly fitted or top-dose-only effect, or another doubt; inactive = no such curve, though single readings can be large; an effect the other way counts as inactive or inconclusive. This is a subset. The share of hits here may be higher or lower than overall.

SMILES	BLM inh	APEX1 inh	Pol iota inh	Pol beta inh	LDHA block	POLH inh	GRP78 ERSR act	Pol kappa inh	Anesthetic bind
CCOc1ccccc1NC(=O)CN1C(=O)COc2ccc(Cl)cc21	-1%	0%	-25%	3%	-3	-12%	2%	3%	1%
COc1cccc(C2CC(C(F)(F)F)n3ncc(C(=O)NC(C)(C)C)c3N2)c1 (stereo unspecified)	-2%	-8%	6%	12%	-13	-12%	-4%	-6%	-12%
O=C1CSC(=S)N1/N=C/c1cc(Br)ccc1O	-4%	3%	·	-1%	·	·	·	·	-1%
COCC(=O)Nc1ccccc1Br	2%	19%	13%	62%	-9	-4%	-1%	-9%	0%
O=C(NCC(c1ccco1)N1CCCC1)c1cccc(S(=O)(=O)Nc2ccc(Br)cc2)c1 (stereo unspecified)	3%	-3%	26%	32%	5	-22%	-5%	-2%	-17%
Cn1nnc(NC(=O)c2ccc3ccccc3c2)n1	-13%	-6%	4%	32%	-1	3%	4%	-6%	-11%
CCc1ccc(NC(=O)C2CCCN2S(=O)(=O)c2ccc3c(c2)C(C)(C)C(=O)N3C)cc1 (stereo unspecified)	-3%	-3%	4%	-20%	-1	-19%	-2%	19%	-14%
Cc1ccc(OCC(=O)N/N=C2/SCC(=O)N2Cc2ccco2)cc1	-5%	0%	13%	6%	-7	-18%	-3%	9%	-7%
CCOC(=O)c1c(-n2cnnn2)sc2c1CCCC2	-2%	-8%	7%	11%	1	4%	-3%	-5%	-2%
O=C(Nc1ccc2c(c1)OCO2)c1cnn2cccnc12	-2%	-4%	-2%	-17%	0	2%	-1%	2%	3%
Cc1ccc(S(=O)(=O)N(C(=O)c2ccncc2)c2ccc(OC(=O)c3ccncc3)c3ccccc23)cc1	-9%	-3%	121%[activator]	1%	19	-3%	-2%	-6%	-23%
Cc1ccc2cc(NC(=O)c3ccc(C(C)(C)C)cc3)ccc2n1	-15%	-5%	18%	-12%	0	-29%	1%	4%	-15%
Nc1cc2sc(-c3ccc(C(=O)O)cc3)nc2cc1Cl	-9%	-9%	?	?	7	32µM*	-11%	-31%	·
Cc1ccc(C(=O)NN2C(=O)CSC2=S)cc1	2%	-12%	?	29%	-14	-11%	-4%	-16%	-8%
CC(NC(=O)C(=O)NN=C1CCCC1)c1ccccc1 (stereo unspecified)	4%	6%	41%[activator]	32%	-1	0%	-5%	9%	-21%
COc1ccccc1OCC(=O)NNC(=O)c1ccoc1C	-3%	-2%	-2%	-4%	-2	-15%	-2%	-6%	-7%
COc1ccc(S(=O)(=O)NNc2nc(C)cc(C)n2)cc1Br	·	18%	-5%	·	3	-10%	-1%	-2%	·
O=C(/C=C/c1cccs1)NC(=S)Nc1ccc(C(=O)O)cc1	-1%	2%	8%	-1%	-3	2%	4%	12%	-2%
CS(=O)(=O)Nc1ccc(C(=O)NCCc2ccccc2)cc1	-3%	-6%	1%	?	-3	-11%	-6%	3%	-8%
CCN(CC)c1ccc(CN2CCCCCC2)cc1	-13%	2%	5%	-3%	2	-13%	-1%	-17%	-6%

Part of the list above, bar-delimited.
SMILES | BLM inh | APEX1 inh | Pol iota inh | Pol beta inh | LDHA block | POLH inh | GRP78 ERSR act | Pol kappa inh | Anesthetic bind
CS(=O)(=O)Nc1ccc(C(=O)NCCc2ccccc2)cc1 | -3% | -6% | 1% | ? | -3 | -11% | -6% | 3% | -8%
COc1cccc(C2CC(C(F)(F)F)n3ncc(C(=O)NC(C)(C)C)c3N2)c1 (stereo unspecified) | -2% | -8% | 6% | 12% | -13 | -12% | -4% | -6% | -12%
COc1ccc(S(=O)(=O)NNc2nc(C)cc(C)n2)cc1Br | · | 18% | -5% | · | 3 | -10% | -1% | -2% | ·

More compounds.
SMILES	BLM inh	APEX1 inh	Pol iota inh	Pol beta inh	LDHA block	POLH inh	GRP78 ERSR act	Pol kappa inh	Anesthetic bind
O=C(NCCS(=O)(=O)c1ccc(Br)cc1)c1ccc(Cl)cc1Cl	-1%	1%	15%	15%	-3	3%	-4%	-10%	-6%
C/C(=N\NC(=O)Cc1ccccc1)c1ccc(Cl)s1	-2%	-3%	62%[activator]	-17%	-1	-8%	-1%	5%	-3%
O=S(=O)(Nc1ccc2ccccc2n1)c1ccccc1Cl	-3%	46%[activator]	13%	0%	1	7%	0%	2%	-20%
COc1ccccc1/C=C(/CC(=O)NCc1ccc(F)cc1)c1nc2ccccc2s1	-12%	4%	?	45µM*	-5	?	-3%	-17%	5%
CCOC(=O)C1=C(CS(=O)(=O)c2ccccc2)NC(=O)NC1c1ccc(O)c(OC)c1 (stereo unspecified)	0%	-2%	25%	2%	-4	-1%	-3%	-10%	2%
Cc1ccc(C)c(CNC(=O)CCn2cccn2)c1	1%	·	1%	7%	-5	-15%	-2%	0%	1%
Cc1nc2cc(NC(=O)c3cccc(S(C)(=O)=O)c3)ccc2o1	-4%	3%	136%[activator]	12%	1	-15%	-2%	0%	31%[activator]
CCOC(=O)N1CCc2c(sc3c2C(=O)NC(c2ccc(C(=O)OC)cc2)N3)C1 (stereo unspecified)	-14%	·	10%	3%	-1	7%	-3%	-9%	-17%
CC12CCC(C(=O)N(CC(=O)O)C1=O)C2(C)C (stereo unspecified)	-3%	3%	179%[activator]	1%	-5	-13%	-2%	-1%	-4%
CCOc1ccc(NC(=O)c2cc(C)nc3c2c(C)nn3-c2ccc(C)cc2)cc1	-1%	·	18%	2%	-1	-24%	-3%	-2%	?
Cc1ccc(Nc2c(O)nc[nH]c2=O)cc1	·	·	26%	·	11	-21%	-1%	-7%	·
O=C1CCCN1CCC(=O)N1CCCC(Nc2ccc(F)c(F)c2)C1 (stereo unspecified)	-1%	2%	35%[activator]	22%	-2	-7%	5%	-9%	-3%
CN(CC(=O)Nc1cccnc1Cl)S(=O)(=O)c1ccc(Cl)cc1	1%	5%	21%	3%	-2	-25%	-4%	-2%	-1%
Cc1cccc(C)c1NC(=S)N(CCN(C)C)C(C)c1cccnc1 (stereo unspecified)	-5%	2%	92%[activator]	2%	-1	0%	-2%	-12%	-2%
O=C(CSc1n[nH]c(=O)n1-c1ccccc1)Nc1ccccc1	-3%	0%	-3%	59%	-6	10%	-1%	-10%	-9%
O=[N+]([O-])c1ccc(O/N=[N+](\[O-])N2CCCC2)c([N+](=O)[O-])c1	·	·	?	·	3	·	-11%	-18%	·
CCCCn1c(N)c(N(CC(C)C)C(=O)c2cc(S(=O)(=O)N3CCOCC3)ccc2Cl)c(=O)[nH]c1=O	·	29%	26%	·	-4	-18%	-3%	-12%	·
O=C(NCCCCc1ccccc1)c1ccccc1F	-5%	7%	37%[activator]	24%	-6	-21%	7%	-20%	1%
O=C(NCc1cc(C(F)(F)F)ccc1F)C1CCC(=O)N(C2CCCCCC2)C1 (stereo unspecified)	-5%	4%	42%[activator]	41%	1	8%	1%	4%	-9%
CCCC(=O)Nc1ccc(C(=O)COC(=O)c2c(C)noc2C)cc1	·	-3%	-23%	·	-9	-1%	-1%	-11%	·
CCCCn1nc(C(=O)NCC(=O)Nc2c(C)cccc2C)c2ccccc2c1=O	·	27%	8%	·	0&0	-4%	-6%	10%	·
CCC(C)(C)NC(=O)c1cc([N+](=O)[O-])ccc1N1CCCCC1	3%	7%	12%	20%	-2	-15%	-4%	2%	-6%
Cc1ccc(NS(=O)(=O)c2cn(C)c(=O)n(C)c2=O)cc1C	-1%	7%	-24%	-18%	-3	-11%	-3%	-3%	-9%
COc1ccc(S(=O)(=O)Nc2cccc(SC)c2)cc1OC	-1%	1%	-1%	0%	-3	-20%	-2%	0%	3%
CCN(CC)S(=O)(=O)c1ccc(N/N=C/c2cc(OC)c(OC)cc2OC)nc1	4%	-10%	9%	-1%	4	-12%	-2%	5%	50%[activator]
CC(C)(CN1CCNCC1)NS(=O)(=O)c1ccc(Cl)cc1	·	-16%	-1%	·	-4	-2%	-4%	-9%	·
O=C(NC1CC1)C1=C[C@H](c2ccc3c(c2)OCO3)C[C@H](OCc2ccc(CO)cc2)O1	-7%	1%	11%	-1%	-4	-13%	1%	-25%	-6%
Cc1cc(SCC(=O)c2cccs2)nc2c(C)cccc12	-2%	-6%	14%	0%	-8	-18%	3%	-6%	-13%
CC(C)(C)c1ccc(S(=O)(=O)Nc2noc3ccccc23)cc1	-3%	52%[activator]	-15%	-18%	-9	1%	-3%	-7%	6%
COc1nc(OCC#N)nc(N(C)C)n1	-1%	-2%	-7%	-1%	-1	-7%	?	2%	-6%
CCN(CC)C(=O)C1CC(=O)N(c2ccc(F)c(Cl)c2)C1 (stereo unspecified)	0%	-1%	4%	18%	-3	-4%	-2%	-10%	-3%
CS(=O)(=O)c1ccc(S(=O)(=O)N2CCC(CO)(CCCc3ccccc3)CC2)cc1	-3%	10%	45%[activator]	29%	-2	-8%	-4%	3%	-16%
CC(=O)Nc1nonc1-c1nnc(SCC(=O)Nc2ccccc2)n1-c1ccccc1	-3%	·	28%	-1%	1	-14%	-1%	-24%	-9%
Cc1[nH]c2ccccc2c1/C=C/C(=O)c1ccncc1	-13%	-11%	?	9%	0	-4%	-1%	-12%	8%
N#Cc1c(N)nc2c3c(sc(=N)c2c1N)NC(=O)CC3c1c(F)cccc1Cl (stereo unspecified)	-10%	-6%	27%	27%	8	?	-6%	-17%	-9%
CS(=O)(=O)Nc1cccc(C2=NN(S(=O)(=O)c3ccccc3)C(c3ccco3)C2)c1 (stereo unspecified)	-9%	-4%	25%	13%	0	-14%	0%	-8%[60.1 µM]	-21%
CNC(=O)NNC(=O)c1nc(-c2ccccc2)c(C)o1	-1%	-3%	41%[activator]	-5%	-3	-19%	0%	3%	13%
Cc1ccc(-c2nc(CS(=O)CC(=O)N3CCN(c4cccc(Cl)c4)CC3)c(C)o2)cc1 (stereo unspecified)	-9%	·	-11%	-27%	2	-17%	-1%	-16%	181%[activator]

Screening data: PubChem, National Center for Advancing Translational Sciences (NCATS)
